FEN1 inh – qHTS Assay for the Inhibitors of Human Flap endonuclease 1 (FEN1); Recombinant FEN1 flap cleavage, fluorescence, 15 min; AID 588795, 2011; 390,000 compounds, 0.35% hits; Potency, µM (titrated, usually from 114 µM), without a hit: at the highest dose activity change, negative = inhibition, hits mostly inhibitors; note: nearly all actives have a fitted effect of over 65% in size
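Nuclease activity of 10 nM FEN1 was measured after 15 min of room-temperature exposure to titrated compounds, by adding 50 nM flap substrate and reading plates at 0 and 15 min.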
KAT2A inh – qHTS Assay for Inhibitors of GCN5L2; 390,000 compounds, 0.21% hits; GCN5L2 HAT assay, ThioGlo1 CoA-SH fluorescence; Histone acetyltransferase KAT2A (Homo sapiens), Q92830; Potency, µM (highest dose often 58.9 µM), inactives show top-dose activity change, negative = inhibition, actives largely listed as inhibitors
Target sequence (Q92830 whole entry, looked up): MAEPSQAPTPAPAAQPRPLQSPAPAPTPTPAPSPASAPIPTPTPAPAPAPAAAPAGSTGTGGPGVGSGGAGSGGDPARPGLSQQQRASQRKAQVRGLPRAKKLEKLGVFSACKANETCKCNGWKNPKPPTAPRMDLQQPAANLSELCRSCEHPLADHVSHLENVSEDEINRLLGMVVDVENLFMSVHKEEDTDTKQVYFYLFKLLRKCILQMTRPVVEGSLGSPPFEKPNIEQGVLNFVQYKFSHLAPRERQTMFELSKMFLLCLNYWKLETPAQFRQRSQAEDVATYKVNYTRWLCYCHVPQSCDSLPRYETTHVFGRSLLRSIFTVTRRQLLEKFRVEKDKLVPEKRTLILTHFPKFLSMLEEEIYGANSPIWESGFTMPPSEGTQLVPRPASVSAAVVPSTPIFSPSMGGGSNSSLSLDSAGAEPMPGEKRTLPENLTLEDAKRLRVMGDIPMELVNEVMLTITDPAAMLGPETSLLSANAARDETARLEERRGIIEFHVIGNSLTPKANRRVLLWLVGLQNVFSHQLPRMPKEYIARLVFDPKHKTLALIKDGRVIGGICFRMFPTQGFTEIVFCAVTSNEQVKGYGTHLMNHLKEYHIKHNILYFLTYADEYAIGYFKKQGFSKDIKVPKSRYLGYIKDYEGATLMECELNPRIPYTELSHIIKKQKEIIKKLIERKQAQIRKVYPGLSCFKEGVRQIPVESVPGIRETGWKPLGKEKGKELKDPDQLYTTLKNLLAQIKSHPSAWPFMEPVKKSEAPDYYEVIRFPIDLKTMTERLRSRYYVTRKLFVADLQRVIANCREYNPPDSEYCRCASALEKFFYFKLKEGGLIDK
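qHTS, 1536-well. 20nM enzyme, pH 7.5 HEPES/EDTA/Tween-20 buffer; 15 min compound preinc., RT. Start: 75uM H3(1-25), 70uM AcCoA, 50uM ThioGlo1. Read Ex340/Em540 at t=0 (autofluorescence flag) and t=20 min.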
N370S GC mod – qHTS Assay for Inhibitors and Activators of N370S glucocerebrosidase as a Potential Chaperone Treatment of Gaucher Disease; Lysosomal acid glucosylceramidase (Homo sapiens), P04062; N370S GC spleen homogenate, 4MU-glucoside fluorescence; Potency, µM (highest dose often 59.4 µM), without a hit: at the highest dose activity change, negative = inhibition, most hits filed as inhibitors; 330,000 compounds, 0.092% hits;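 note: 0% = full enzyme activity and -100% = no enzyme basal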
* = called active by the depositor; ? = inconclusive; . = not tested or not shown. Calls come from the whole dose curve; as a rule, active = well fitted curve in the direction sought with a large enough effect; inconclusive = small, poorly fitted or top-dose-only effect, or another doubt; inactive = no such curve, though single readings can be large; an effect the other way counts as inactive or inconclusive. Unless noted, % is set by controls: 0 for no effect and ±100 for the full control effect; potency is the fitted concentration of half-maximal effect.

SMILES | FEN1 inh | KAT2A inh | N370S GC mod
COC(=O)c1ccc(NC(=O)CSc2nn3c(=O)c(C)nnc3s2)cc1 | 5% | -7% | -2%
S=c1[nH]c2cc3c(cc2[nH]1)OCCO3 | 14% | -3% | 1%
Cc1ccccc1-c1noc(-c2ccccc2C(=O)O)n1 | -1% | -3% | 1%
CC(=O)Nc1ccc(N(C(=O)c2ccco2)C(C(=O)NC2CCCCC2)c2ccccc2)cc1 (stereo not given) | -3% | 0% | -1%
CC1(C)C(=O)OC(c2cc(Br)ccc2O)C(C)(C)C1=O (stereo not given) | -13% | -11% | 5%
CC(C)(C)NC(=O)NC(=O)CN1CCCc2ccccc21 | -1% | -8% | 22%
O=C(CCc1nnc2ccc(NCc3ccco3)nn12)Nc1ccc(F)cc1 | 12% | ? | -2%
Cc1cc(C(=O)NN=C(Cc2ccccc2)Cc2ccccc2)c(C)o1 | -6% | -3% | -1%
CCOc1ccc(N(CC)C(=O)c2cc3c(=O)oc4ccccc4c3s2)cc1 | 9% | -4% | .
COc1ccc(C(=O)NCC2(c3ccccc3)CCOCC2)cc1[N+](=O)[O-] | -9% | -3% | -1%
CSc1ccccc1NC(=O)COC(=O)CCCOc1ccc(C)cc1 | -15% | -17% | -19%
COc1ccccc1C(CNC(=O)CCNC(=O)c1ccccc1Cl)N1CCCC1 (stereo not given) | 2% | -1% | -12%
COc1ccc(C(=O)N2CCN(Cc3ccccc3)CC2)cc1[N+](=O)[O-] | -13% | 2% | -11%
CCn1c(=O)c2cc(C(=O)N3CCOCC3)sc2c2ccccc21 | -4% | -1% | 1%
COc1ccccc1C(c1nnnn1C1CCCC1)N1CCN2CCCC2C1 (stereo not given) | 12% | -7% | -2%
O=C(CSc1nnc(SCc2ccc(Cl)cc2)s1)c1ccc2c(c1)OCO2 | -10% | -6% | 3%
COc1ccc(C(=O)OCC(=O)Nc2cccc(C(C)=O)c2)c(OC)c1OC | 8% | -1% | -4%
Cc1nn(CC(=O)NC2CCC(C)CC2)c(=O)c(C#N)c1C (stereo not given) | -1% | -9% | -16%
CC(=O)Nc1cccc(C(=O)/C=C/c2ccc(Br)cc2)c1 | -3% | 0% | 12%
CN(C(=O)Cn1cc([N+](=O)[O-])ccc1=O)C1CCCCC1 | 4% | -2% | .
CCC(CO)Oc1cc(NC(=O)c2ccc(Cl)cc2)c2ncn(C(C)C)c2c1 (stereo not given) | -13% | 1% | .
Cc1ccc(NS(=O)(=O)c2cc(C(=O)N3CCOCC3)ccc2C)cc1C | -4% | 1% | 5%
Cc1ccc2c(c1)N(CC(=O)NC1CCCC1)C(=O)CO2 | 5% | -3% | -10%
Cc1cc(NC(=O)CSc2ccc3nnc(-c4cccs4)n3n2)no1 | 8% | -10% | 22%

3 entries from above, ordered by the value under FEN1 inh, highest first:
SMILES | FEN1 inh | KAT2A inh | N370S GC mod
Cc1cc(NC(=O)CSc2ccc3nnc(-c4cccs4)n3n2)no1 | 8% | -10% | 22%
Cc1nn(CC(=O)NC2CCC(C)CC2)c(=O)c(C#N)c1C (stereo not given) | -1% | -9% | -16%
Cc1ccc(NS(=O)(=O)c2cc(C(=O)N3CCOCC3)ccc2C)cc1C | -4% | 1% | 5%

(continued)
SMILES | FEN1 inh | KAT2A inh | N370S GC mod
CCOC(=O)C1=C(C)C(c2ccccc2OC)NC(=O)N1 (stereo not given) | 2% | . | 4%
CC(=O)c1cccc(NC(=O)c2cc(C)nn2-c2ccccc2)c1 | -2% | 16% | -1%
CC1(C)CC(NC(=O)c2cccc(Cl)c2)CC(C)(C)N1 | 2% | -13% | -6%
O=C(Nc1ccc(Cl)cc1)c1cc2c(Cl)nc3ccccc3c2s1 | 12% | -4% | .
COc1ccc(CCNC(=O)COC(=O)/C=C/c2ccc(OCC#N)c(OC)c2)cc1 | 5% | 4% | -2%
CCOC(=O)c1ccc(CN(Cc2ccc(Cl)cc2Cl)S(=O)(=O)c2ccc(F)c(C)c2)cc1 | 8% | -4% | .
CC(C)(C)NC(=O)C(c1cccnc1)N(C(=O)c1ccc(Cl)nc1)C1CCCC1 (stereo not given) | 1% | -24% | -4%
COc1ccc(CN(Cc2ccccn2)C(=O)CN2C(=O)COc3ccccc32)cc1 | -2% | 0% | 1%
N/C(COc1cccc(Cl)c1)=N\NS(=O)(=O)c1ccccc1 | 15% | -6% | 4%
CCOc1cc(C2C3=C(CC(C)(C)CC3=O)OC3=C2C(=O)CC(C)(C)C3)cc([N+](=O)[O-])c1O | 5% | 1% | ?
Cc1cc(C)n2nc(-c3ccco3)nc2n1 | 1% | -2% | 2%
Cc1ccnc(NS(=O)(=O)c2ccc(NS(=O)(=O)c3ccc([N+](=O)[O-])cc3)cc2)n1 | 1% | -6% | -6%

Nothing new here: entries from further up.
SMILES | FEN1 inh | KAT2A inh | N370S GC mod
COc1ccc(CN(Cc2ccccn2)C(=O)CN2C(=O)COc3ccccc32)cc1 | -2% | 0% | 1%
N/C(COc1cccc(Cl)c1)=N\NS(=O)(=O)c1ccccc1 | 15% | -6% | 4%
CCOc1cc(C2C3=C(CC(C)(C)CC3=O)OC3=C2C(=O)CC(C)(C)C3)cc([N+](=O)[O-])c1O | 5% | 1% | ?
Cc1cc(C)n2nc(-c3ccco3)nc2n1 | 1% | -2% | 2%
Cc1ccnc(NS(=O)(=O)c2ccc(NS(=O)(=O)c3ccc([N+](=O)[O-])cc3)cc2)n1 | 1% | -6% | -6%

(list continues)
SMILES | FEN1 inh | KAT2A inh | N370S GC mod
CC(=O)OCOC(=O)CN(CC(=O)OCOC(C)=O)c1ccccc1OCCOc1ccccc1N(CC(=O)OCOC(C)=O)CC(=O)OCOC(C)=O | . | 1% | 7%
CC(Sc1nc(N2CCOCC2)c2c(c1C#N)CC(C)(C)OC2)C(=O)O (stereo not given) | -9% | 20% | -6%
COc1ccc(C)cc1NC(=O)CN1c2cccc3cccc(c23)S1(=O)=O | -21% | -18% | .
O=C(Nc1cc(C2CC2)nn1-c1ccccc1)c1ccc(F)cc1 | 4% | -4% | .
COc1ccc(NC(=O)CSCCc2ccccn2)cc1OC | 18% | -2% | -27%
CC(C)CC(=O)Nc1ccc(C(=O)OCc2cc(=O)n3nc(C4CCCCC4)sc3n2)cc1 | 9% | -5% | .
Cc1ccc(C)c(S(=O)(=O)C(C#N)c2nc3ccccc3nc2N2CCOCC2)c1 (stereo not given) | -11% | -6% | -7%
O=c1c2ccccc2[nH]c(=S)n1Cc1ccccc1 | -7% | -6% | 8%
CCOc1ccc(C(=O)Nc2c(C(=O)N3CCC(N4CCCCC4)CC3)oc3ccccc23)cc1 | -17% | 4% | -8%
Cc1ccc(NC(=O)CCCCCNS(=O)(=O)c2ccc(C)cc2)cc1 | -12% | 2% | -4%
O=C(NC1CCS(=O)(=O)C1)C12CC3CC(CC(C3)C1)C2 (stereo not given) | -1% | 1% | -5%
O=C(CSc1nc(-c2ccc(F)cc2)cs1)Nc1ccccn1 | 1% | 1% | 3%
CN(C)S(=O)(=O)N1CCCC(C(=O)c2ccc(C(F)(F)F)cc2)C1 (stereo not given) | -4% | -2% | -7%
O=C(CC1(O)C(=O)Nc2ccc(Br)cc21)c1ccc2c(c1)OCO2 (stereo not given) | 1% | -2% | 4%
OC(c1ccccc1)(C1CCCCC1)C(CN1CCOCC1)c1ccccc1 (stereo not given) | 2% | -1% | -19%
Cc1cccc(/C=N\Nc2cn[nH]c(=O)c2Cl)c1 | ? | -8% | 6%
Cc1ccc2c(c1)N(CCC(=O)NCc1cccnc1)C(=O)CO2 | -6% | 1% | 3%
Brc1ccc(-c2csc(-c3nc(-c4ccc(Br)s4)cs3)n2)cc1 | 2% | -8% | .
O=C(Nc1ccccc1)c1ccccc1NC(=O)[C@H]1CCCC[C@H]1C(=O)O | 1% | 12% | -12%
O=C(Nc1cccnc1Cl)C1=NN(c2ccccc2)C(=O)CC1 | -14% | -34% | -10%
Cc1c(Cl)cccc1NC(=O)CSc1nnc(C)n1CC1CCCO1 (stereo not given) | 11% | -1% | -17%
CC(OC(=O)Cc1c[nH]c2ccccc12)C(=O)NC1(C#N)CCCCC1 (stereo not given) | -17% | 1% | -3%
COCc1nnc(NC(=O)c2ccc(S(=O)(=O)N3CCCC3)cc2)o1 | -4% | -4% | -2%
COc1ccc(-c2csc3nc(-c4ccccc4F)oc(=O)c23)cc1 | 1% | ? | 0%
COc1ccccc1NC(=O)NC1(C(=O)N2CCOCC2)CCCCC1 | -3% | -3% | -4%
COc1ccc(NC(=O)c2ccccc2NS(=O)(=O)c2ccc(CNC(C)=O)cc2)c(OC)c1 | -8% | 1% | -17%
O=C(Nc1ccc(CN2CCOCC2)cc1)c1cc(Cl)ccc1Cl | 1% | -8% | -7%
O=C1C=C(N2CCOCC2)C2(CCCCC2)O1 | 5% | -4% | -11%
Cc1ccc(N(CC(=O)N2CCCC2)S(C)(=O)=O)cc1C | 6% | 0% | 0%
COc1ccc(Cc2nc3ccc(C(=O)NCC4COCCO4)cc3o2)cc1OC (stereo not given) | -9% | -6% | -2%
COC(=O)c1ccc(NC(=O)CSc2nc(=O)n3cccc(C)c3n2)cc1 | 6% | -4% | -17%
Cc1cccc(NC(=O)N2CCN(Cc3ccccc3)CC2)c1 | -2% | -10% | 1%
Cc1cc(C)nc(NS(=O)(=O)c2ccc(NC(=O)C3COc4ccccc4O3)cc2)n1 (stereo not given) | 10% | 22% | 4%
O=CN1CCN(C(=O)c2ccc(-c3nc4ccccc4s3)s2)CC1 | 14% | -12% | 23%
Cc1ccc(C(=O)N2CC(C)OC(C)C2)cc1[N+](=O)[O-] (stereo not given) | 0% | -9% | 0%
COc1ccc(OC)c(-n2nnc3c(sc4nc(C)c(Br)c(C)c43)c2=O)c1 | -9% | -5% | .
CCOCCCn1c(=N)c(S(=O)(=O)c2ccc(Cl)cc2)cc2c(=O)n3cccc(C)c3nc21 | 2% | 2% | .
O=C(Cn1c(=O)n(CCCS(=O)(=O)C2CCCCC2)c(=O)c2ccccc21)Nc1ccccc1C(F)(F)F | 4% | 0% | .
Cc1ccc(C(=O)Nc2ccc(C(=O)O)cc2)cc1S(=O)(=O)Nc1cccc([N+](=O)[O-])c1 | 0% | -2% | -13%
COC(C(=O)N/N=C(\C)CC(=O)Nc1ccc(N(C)C)cc1)c1ccccc1 (stereo not given) | 1% | 0% | 7%
Cc1ccc(-n2nnnc2SCC(=O)Nc2ccccc2N2CCCCC2)cc1C | 3% | -1% | -14%
Cc1c(C(=O)NN)[nH]c2ccc([N+](=O)[O-])cc12 | -7% | -6% | 0%
CCOCCn1c(SCCc2ccccc2)nc2c1c(=O)[nH]c(=O)n2C | -3% | 1% | 19%
COc1ccccc1NC(=O)C(C(C)C)N1C(=O)c2ccccc2C1=O (stereo not given) | -9% | -6% | -2%
Cc1cccc(SCc2noc(C(=O)NCC3CCCO3)c2C(=O)O)c1 (stereo not given) | -1% | -5% | .
c1cncc(-c2nn3cnnc3s2)c1 | 1% | -21% | 3%
COc1ccc(CCNS(=O)(=O)c2c(C)nc3scc(C)n3c2=O)cc1OC | -6% | -6% | 7%
CC(NC(=O)c1cc(-c2ccc3c(c2)OCO3)nc2ccccc12)C(C)(C)C (stereo not given) | 11% | 1% | 25%

Only FEN1 inh and N370S GC mod (three entries from above):
canonical_smiles	FEN1 inh	N370S GC mod
Cc1ccc(-n2nnnc2SCC(=O)Nc2ccccc2N2CCCCC2)cc1C	3%	-14%
Cc1c(C(=O)NN)[nH]c2ccc([N+](=O)[O-])cc12	-7%	0%
CCOCCn1c(SCCc2ccccc2)nc2c1c(=O)[nH]c(=O)n2C	-3%	19%

More results.
SMILES | FEN1 inh | KAT2A inh | N370S GC mod
COc1ccc(-n2c(SC)nc3sc4c(c3c2=O)CCN(C(C)=O)C4)cc1 | 0% | -1% | .
CN(C(=O)c1cc2c(s1)-c1ccccc1S(=O)(=O)C2)c1ccccc1F | 1% | -4% | 8%
O=C1OC(c2ccccc2)/C(=C(/O)c2ccccc2)C1=O (stereo not given) | ? | 1% | 9%
O=C(CSc1nnc(-c2ccccc2Cl)o1)N1CCCC1 | -19% | 0% | 1%
O=C(N/N=C/C1CC=CCC1)c1cc(Br)ccc1O (stereo not given) | -2% | -3% | -3%
O=C(CSc1nc2ccc([N+](=O)[O-])cc2[nH]1)NC1CCCC1 | -2% | 0% | 19%
COc1ccc(C(=O)COC(=O)/C=C/c2ccccc2)cc1 | 4% | -2% | ?
CCc1ccccc1NC(=S)N=Nc1c(O)n(C)c2ccc(S(=O)(=O)N3CCOCC3)cc12 | 10% | -1% | -9%
CCC1Oc2ccc(Cl)cc2N(CC(=O)NCCc2ccc(Cl)cc2)C1=O (stereo not given) | 9% | -8% | .
Cc1ccc(S(=O)(=O)NC(=O)NN2CCCCCC2)cc1 | -18% | ? | 9%
OC[C@@H]1O[C@H](OC2[C@@H](O)[C@@H](O)[C@@H](O)O[C@@H]2CO)[C@H](O)[C@@H](O)[C@@H]1OC1O[C@H](CO)[C@@H](O)[C@H](O)[C@@H]1O (stereo not given in full) | . | 6% | 5%

Screens: PubChem BioAssay, National Center for Advancing Translational Sciences (NCATS)

An excerpt, so the mix of outcomes need not match the whole.
